Screens: PubChem, The Scripps Research Institute Molecular Screening Center
CHRM5 agonist: CHRM5 agonism in calcium assay. P08912. CHO-K1 hM5 cells, Fluo-8 calcium fluorescence; 0% DMSO wells, 100% maximal acetylcholine response. activation, % at 3 µM. 360,000 compounds, 0.19% hits;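 active = activation above the run's mean over test compounds plus 3 SD, cut at about 23% in these data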;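 also: signal is peak over basal fluorescence ratio across the kinetic read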
Target sequence (P08912 whole entry, looked up): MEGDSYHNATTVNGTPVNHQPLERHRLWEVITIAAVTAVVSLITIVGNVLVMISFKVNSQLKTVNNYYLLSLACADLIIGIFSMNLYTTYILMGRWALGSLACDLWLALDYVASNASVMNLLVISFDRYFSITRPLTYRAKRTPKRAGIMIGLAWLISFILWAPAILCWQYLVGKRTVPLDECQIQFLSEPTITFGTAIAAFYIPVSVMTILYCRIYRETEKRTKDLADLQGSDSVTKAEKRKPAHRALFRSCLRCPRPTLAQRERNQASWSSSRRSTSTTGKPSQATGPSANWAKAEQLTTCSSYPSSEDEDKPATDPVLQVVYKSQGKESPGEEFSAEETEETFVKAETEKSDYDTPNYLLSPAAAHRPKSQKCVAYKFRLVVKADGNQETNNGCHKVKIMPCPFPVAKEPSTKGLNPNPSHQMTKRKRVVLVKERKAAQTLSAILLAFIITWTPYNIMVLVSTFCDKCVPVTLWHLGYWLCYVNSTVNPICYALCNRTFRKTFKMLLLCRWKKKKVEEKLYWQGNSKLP
M4 antag: blocks acetylcholine activation of human M4 receptor; P08173; CHO-hM4 cells, ACh EC80, Fluo-8 calcium fluorescence; inhibition, % at 3 µM; 360,000 compounds, 0.73% hits;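 active = inhibition above its plate's cutoff, the mean inhibition of sample wells plus 3 SD, cut at about 27% in these data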;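 also: 0% = acetylcholine EC80 with DMSO and 100% = DMSO without agonist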
Target sequence (P08173 whole entry, looked up): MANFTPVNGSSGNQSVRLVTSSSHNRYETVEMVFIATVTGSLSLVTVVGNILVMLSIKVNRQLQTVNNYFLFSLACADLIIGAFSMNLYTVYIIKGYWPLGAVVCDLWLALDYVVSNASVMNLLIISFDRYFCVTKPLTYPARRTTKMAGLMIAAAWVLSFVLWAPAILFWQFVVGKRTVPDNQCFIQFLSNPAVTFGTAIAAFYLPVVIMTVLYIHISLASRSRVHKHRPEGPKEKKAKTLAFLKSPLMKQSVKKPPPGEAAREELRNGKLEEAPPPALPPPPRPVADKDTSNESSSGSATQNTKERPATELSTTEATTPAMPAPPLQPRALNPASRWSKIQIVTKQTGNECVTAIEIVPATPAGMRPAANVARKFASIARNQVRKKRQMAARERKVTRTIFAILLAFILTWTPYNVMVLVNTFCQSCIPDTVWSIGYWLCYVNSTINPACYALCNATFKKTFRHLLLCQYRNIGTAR
CHRM4 PAM: potentiates acetylcholine response at human M4 receptor | P08173 | CHO-K1 hM4/Gqi5, Fluo-8 calcium fluorescence, ACh EC20; 0% = ACh EC20, 100% = maximal ACh | activation, % at 3 µM | 360,000 compounds, 0.4% hits | AID 624126;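 active = activation above its plate's cutoff, the mean activation of sample wells plus 3 SD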; also: some results filed as inactive read as strong as hits
CHO-K1 Ca antag: counter-screen for M1 antagonists: effect in parental CHO-K1 cells; ATP-induced calcium, Fluo-8 fluorescence; inhibition, % at 3 µM; 360,000 compounds, 0.6% hits; AID 602250;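 active = inhibition above a per-plate cutoff, the plate's mean sample inhibition plus 3 SD, cut at about 24% in these data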;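 also: 0% = DMSO plus EC80 ATP and 100% = DMSO alone without ATP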
M1 PAM parental: nonselective activator or artifact in parental CHO-K1 calcium assay; activation, % at 3 µM; ATP EC20, Fluo-8 calcium fluorescence; 0% at ATP EC20, 100% at ATP max; 360,000 compounds, 0.02% hits; AID 602247;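 active = activation above the run cutoff, the mean activation of all test compounds plus 3 SD, cut at about 40% in these data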;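 also: peak over basal fluorescence ratio in a 140 s read after ATP addition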
CHRM5 PAM: CHRM5 positive allosteric modulation; activation, % at 3 µM; CHO-K1 hM5, Fluo-8 calcium, ACh EC20 PAM; 0% = ACh EC20, 100% = ACh EC100; AID 624038; P08912; 360,000 compounds, 0.3% hits;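 active = activation above the run cutoff, the mean activation of all test compounds plus 3 SD, cut at about 18% in these data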
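Assay system: CHO-K1 hM5 cells. Also added: acetylcholine at EC20 concentration, added after compound. Dosing: 3 µM, single dose. Times: compound preincubation 140 s before EC20 acetylcholine addition. Signal: Fluo-8 calcium fluorescence. Measure: % activation relative to EC20 and EC100 ACh responses. Repeats: singlicate, one well per test compound.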
M1 ag parental: counter-screen for M1 agonists: effect in parental CHO-K1 cells. Fluo-8 calcium fluorescence; scaled to maximal ATP response, vehicle zero. activation, % at 3 µM. 360,000 compounds, 0.48% hits. AID 602248; in the data active = activation above about 15%;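 also: untransfected CHO-K1 host cells lacking M1 receptor as counterscreen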
CHRM5 antagonist: blocks acetylcholine activation of human M5 receptor; inhibition, % at 3 µM; CHO-hM5 cells, Fluo-8 calcium fluorescence, ACh EC80; AID 624040; 360,000 compounds, 0.59% hits; P08912;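 active = inhibition above a per-plate cutoff, the mean of that plate's test compounds plus 3 SD, cut at about 27% in these data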;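 also: 0% = acetylcholine EC80 with DMSO and 100% = DMSO without agonist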
CHRM4 agonist: agonists of human muscarinic M4 receptor (CHRM4); AID 624127; activation, % at 3 µM; 360,000 compounds, 0.14% hits; CHO-K1 hM4/Gqi5, Fluo-8 calcium fluorescence; vehicle 0%, full acetylcholine response 100%;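 active = activation above the run mean over all test wells plus 3 SD, cut at about 32% in these data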;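 also: peak over basal fluorescence ratio per well then scaled between controls; 0% = DMSO wells and 100% = acetylcholine at EC100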
The depositor's hits bear a star.

1. CCN1CCN(c2ccccc2NC(=O)c2ccc(-n3cccn3)cc2)CC1
2. Cc1cc2nc(C3CCCCC3)c(Cc3ccsc3)n2c(C)c1Br
3. Cc1cc(C)cc(C(=O)NC2C(=O)N3C(C(=O)O)=C(CSc4nnc(C)s4)CSC23)c1 (stereo unspecified)
4. COc1ccc(OCCCC(=O)NCCc2ccc(OC)c(OC)c2)cc1
5. Cc1cc(=O)[nH]c(SCc2csc(-c3ccccc3)n2)n1
screen / no.	1	2	3	4	5
CHRM5 agonist	-12	0	-1	4	4
M4 antag	-5	-8	-6	8	-13
CHRM4 PAM	-2	7	-3	-1	14
CHO-K1 Ca antag	-25	9	-14	-6	-8
M1 PAM parental	21	-9	24	9	15
CHRM5 PAM	2	-1	-1	0	-3
M1 ag parental	1.0	-0.1	0.6	0.9	0.7
CHRM5 antagonist	-1	2	11	-8	-2
CHRM4 agonist	3	0	0	1	0

Down the list, from the results shown:
M1 ag parental, nos. 1–5, in order: 1.0, -0.1, 0.6, 0.9, 0.7

(next part)
6. COc1ccc(CN(C)C(=O)CNC(=O)Cc2cccc3ccccc23)c(OC)c1OC
7. CCOC(=O)c1cnc(SCC(=O)OCC(=O)NC2CCS(=O)(=O)C2)nc1N (stereo unspecified)
8. CC1(C)CC(=O)C2=C(C1)N(c1ccc(Cl)cc1)C(=O)C2(O)C(F)(F)F (stereo unspecified)
9. CC(=NNC(=S)N1CC2CCC(CC2)C1)c1cnccn1
10. COc1ccc(Br)cc1CN(C)C(=O)c1ccccc1SCC(=O)N1CCCC1
screen / no.	6	7	8	9	10
CHRM5 agonist	2	2	-7	-5	3
M4 antag	10	-3	9	12	-22
CHRM4 PAM	-4	18	-23	-6	-6
CHO-K1 Ca antag	6	0	-13	-10	-6
M1 PAM parental	10	-1	19	2	14
CHRM5 PAM	-8	0	-7	-10	-6
M1 ag parental	0.8	0.3	0.7	0.0	3.1
CHRM5 antagonist	15	-3	-1	14	3
CHRM4 agonist	3	1	1	0	11

11. Cn1cc(CN(Cc2ccccn2)C[C@@H]2CCC(=O)N2)c(-c2ccccc2F)n1
12. Cc1ccc(-n2c(CNC(=O)c3cccs3)nnc2SCC(=O)NO)cc1
13. COc1ccc(-c2c(-c3cc(OC)cc(OC)c3)n(C)c3ccc(-c4ccc(S(N)(=O)=O)cc4)cc23)cc1
14. CCC(c1nnnn1CCOC)N(Cc1cc2c(C)cc(C)cc2[nH]c1=O)CC1CCCO1 (stereo unspecified)
15. Cc1ccc(/C=N/NC(=O)Nc2ccccc2)o1
screen / no.	11	12	13	14	15
CHRM5 agonist	-2	0	-7	5	-2
M4 antag	8	-3	3	4	2
CHRM4 PAM	0	7	-11	4	4
CHO-K1 Ca antag	6	-12	-3	-5	10
M1 PAM parental	-9	-1	9	8	-11
CHRM5 PAM	-2	12	-15	4	-3
M1 ag parental	-0.4	-0.1	-0.5	0.0	0.0
CHRM5 antagonist	6	-7	17	-5	8
CHRM4 agonist	1	0	1	0	0

16. Cc1cccc(-n2c(Cn3nc(C)c([N+](=O)[O-])c3C)n[nH]c2=S)c1
17. COc1cccc(CNC(=O)CCC2CCCN(c3cc(C)nc(N)n3)C2)c1 (stereo unspecified)
18. CC1(C)OC(=O)N(CC(=O)Nc2cccc(C(F)(F)F)c2)C1(C)O (stereo unspecified)
19. COc1ccc(CNC(=O)c2ccc(-n3ccnc3)c3ccoc23)cc1OC
20. C/C(=N\NC(=O)Cc1ccc(Cl)cc1)c1cccnc1
screen / no.	16	17	18	19	20
CHRM5 agonist	0	-5	1	2	0
M4 antag	6	9	5	-3	9
CHRM4 PAM	19	-8	-7	-2	-5
CHO-K1 Ca antag	6	20	-13	-6	-7
M1 PAM parental	6	-14	17	-4	-22
CHRM5 PAM	-3	-6	-5	-6	-6
M1 ag parental	0.0	-0.3	4.3	0.9	1.0
CHRM5 antagonist	2	12	10	-1	13
CHRM4 agonist	0	0	4	1	0

21. O=C1C(=O)N(C2CCCC2)C(=O)N1Cc1c(F)cccc1Cl
22. CCOc1ccc(OCc2ccc(C(=O)N3CCCC3)o2)cc1
23. CC1Cc2c([nH]c(=O)n(-c3ccccc3)c2=O)O1 (stereo unspecified)
24. COc1ccc(CN2C(=O)[C@@H]3C(c4ccc(F)cc4)=NO[C@@H]3C2=O)cc1
25. OCC1(Cc2ccc(Cl)cc2)CCN(Cc2ccccc2F)CC1
screen / no.	21	22	23	24	25
CHRM5 agonist	-2	0	2	-4	-15
M4 antag	10	-16	-2	11	-5
CHRM4 PAM	-3	12	4	-2	-12
CHO-K1 Ca antag	5	-25	-13	-9	0
M1 PAM parental	-2	10	23	23	-1
CHRM5 PAM	-1	4	-6	-4	-13
M1 ag parental	0.9	3.8	0.8	0.8	2.0
CHRM5 antagonist	3	-8	13	3	13
CHRM4 agonist	2	3	1	1	3

26. COc1ccc(-c2nc(C)ncc2-c2csc(C)n2)c(O)c1
27. NC1=C(c2ccccc2)C(=O)NC1=O
28. Cc1ccc(C)c(Cn2nc(-c3cc(C)ccc3C)ccc2=O)c1
29. Nc1ccccc1C(=O)N/N=C1\C2CN3CCN(C2)CC1(c1ccccc1)C3
30. COc1ccc(Nc2nc(N3CCCC3)nc(N3CCOCC3)n2)cc1
screen / no.	26	27	28	29	30
CHRM5 agonist	1	-3	-5	-2	-1
M4 antag	13	-11	-5	-2	5
CHRM4 PAM	2	2	3	7	6
CHO-K1 Ca antag	-2	-17	-3	-6	-9
M1 PAM parental	17	0	14	30	18
CHRM5 PAM	-1	-3	1	0	0
M1 ag parental	0.6	0.5	0.2	1.3	-0.1
CHRM5 antagonist	1	-1	2	-4	9
CHRM4 agonist	-1	0	0	2	0

31. COc1cc(/C=C2/SC(=O)NC2=O)ccc1OCc1ccccc1
32. COc1ccc(OC)c(-c2csc(NC(=O)c3ccccc3F)n2)c1
33. COc1ccc(/C=C/C(=O)c2ccc(NC(=O)c3cccs3)cc2)cc1OC
34. Cc1ccc(NC(=O)c2c([N+](=O)[O-])c(C(C)(C)C)nn2C)cc1
35. CCCOc1cccc(C(=O)Nc2nnn(CCC)n2)c1
screen / no.	31	32	33	34	35
CHRM5 agonist	3	-2	2	-1	-10
M4 antag	8	-3	-5	11	-6
CHRM4 PAM	-2	0	-6	-6	16
CHO-K1 Ca antag	14	-9	-7	-9	-4
M1 PAM parental	-1	13	17	4	15
CHRM5 PAM	-12	-1	-10	-3	13
M1 ag parental	4.0	0.1	2.5	1.2	0.0
CHRM5 antagonist	7	0	5	3	-9
CHRM4 agonist	3	1	10	1	1

Some of the entries above in a different format:
No. | molecule | CHRM5 agonist | M4 antag | CHRM4 PAM | CHO-K1 Ca antag | M1 PAM parental | CHRM5 PAM | M1 ag parental | CHRM5 antagonist | CHRM4 agonist
31 | COc1cc(/C=C2/SC(=O)NC2=O)ccc1OCc1ccccc1 | 3 | 8 | -2 | 14 | -1 | -12 | 4.0 | 7 | 3
32 | COc1ccc(OC)c(-c2csc(NC(=O)c3ccccc3F)n2)c1 | -2 | -3 | 0 | -9 | 13 | -1 | 0.1 | 0 | 1
33 | COc1ccc(/C=C/C(=O)c2ccc(NC(=O)c3cccs3)cc2)cc1OC | 2 | -5 | -6 | -7 | 17 | -10 | 2.5 | 5 | 10
34 | Cc1ccc(NC(=O)c2c([N+](=O)[O-])c(C(C)(C)C)nn2C)cc1 | -1 | 11 | -6 | -9 | 4 | -3 | 1.2 | 3 | 1
35 | CCCOc1cccc(C(=O)Nc2nnn(CCC)n2)c1 | -10 | -6 | 16 | -4 | 15 | 13 | 0.0 | -9 | 1

(further entries)
36. CCC(c1nnnn1Cc1ccco1)N(CCN1CCOCC1)Cc1cc2cc(C)ccc2[nH]c1=O (stereo unspecified)
37. C[C@@H]1[C@H](O)C[C@@]23COC(=O)C2=CCCC3[C@@]1(C)CCC1COC(=O)C1 (stereo partly specified)
38. COc1ccc(Cl)cc1C(=O)NCC(c1ccco1)N1CCCC1 (stereo unspecified)
39. COc1ccc2c(C(=O)CCl)c[nH]c2c1
40. Brc1ccc(-c2nnc(-c3ccccc3)c(N3CCSCC3)n2)cc1
screen / no.	36	37	38	39	40
CHRM5 agonist	-8	1	-7	2	-3
M4 antag	-9	-11	4	-4	-15
CHRM4 PAM	7	7	-8	11	1
CHO-K1 Ca antag	-5	-3	-8	-12	18
M1 PAM parental	11	1	16	22	-9
CHRM5 PAM	1	3	-2	2	3
M1 ag parental	0.0	-0.3	0.6	0.6	-0.2
CHRM5 antagonist	-7	3	1	-3	-8
CHRM4 agonist	1	1	1	1	0

41. O=C(COc1ccccc1)Nc1ccncc1Cl
42. Cc1cc(S(=O)(=O)N2CCCC2)ccc1OCC(=O)N1CCCCC1
43. Cc1cc(Cl)c(S(=O)(=O)N2CCN(c3ccccn3)CC2)cc1OCC(=O)NC1CCCCC1
44. O=C(Nc1cccnc1)c1cc(F)c(F)cc1Cl
45. CC1CCN(CCn2c(=S)[nH]c3ccccc3c2=O)CC1
screen / no.	41	42	43	44	45
CHRM5 agonist	1	-1	2	3	-9
M4 antag	0	5	15	-8	8
CHRM4 PAM	3	-4	-22	3	-6
CHO-K1 Ca antag	-4	2	1	-8	-1
M1 PAM parental	-13	-20	-11	6	17
CHRM5 PAM	7	4	-14	7	3
M1 ag parental	2.2	0.4	11	0.6	0.3
CHRM5 antagonist	-4	0	17	1	5
CHRM4 agonist	2	0	17	0	-1

46. Cc1noc(C)c1COc1ccc(C(=O)N2CCN(S(=O)(=O)c3cccc(F)c3)CC2)cc1
47. COc1cccc(-c2ccc3c(c2)O[C@@H](CN(C)C(=O)C2CCOCC2)[C@H](C)CN([C@H](C)CO)S3(=O)=O)c1
48. COc1cc(C(=O)NCC(c2cccnc2)N2CCN(c3ccc(F)cc3)CC2)cc(OC)c1OC (stereo unspecified)
49. Cc1cc(C)cc(NC(=S)N2CCN(c3ccccn3)CC2)c1
50. CC(C)CN(C(=O)COC(=O)C12CC3CC(CC(O)(C3)C1)C2)c1c(N)n(Cc2ccccc2)c(=O)[nH]c1=O
51. CCc1ccccc1NS(=O)(=O)c1ccc(SC)cc1
52. OC1(Cc2cc(-c3ccccc3)no2)CCN(CCCc2ccccc2)CC1
screen / no.	46	47	48	49	50	51	52
CHRM5 agonist	3	1	-3	-4	1	-5	-1
M4 antag	8	0	-7	-3	-14	-2	22
CHRM4 PAM	5	-1	11	-2	12	-5	-16
CHO-K1 Ca antag	-13	1	-9	-4	-19	-13	-1
M1 PAM parental	13	-6	20	14	19	22	-5
CHRM5 PAM	1	-1	2	1	0	-9	-7
M1 ag parental	3.1	0.7	0.3	-0.1	0.7	0.7	-0.1
CHRM5 antagonist	-3	1	3	4	-3	5	4
CHRM4 agonist	5	2	1	1	0	0	3
